Compound activity (PubChem BioAssay)
Cav32 inh = Cav3.2 calcium influx blockers – cell-based, Fluo-4 calcium fluorescence, FDSS, MLSMR library, primary screen | actives 4% (n = 100,000) | B-score at 10 µM | Voltage-dependent T-type calcium channel subunit alpha-1H (Homo sapiens), O95180 | AID 449739, 2010 | Cav3.2-expressing cells; stronger effect = lower value;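 active = single-dose well whose peak fluorescence ratio is a statistical outlier from its plate by either plate-standardised score or position-corrected B-score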
Target sequence (O95180 whole entry, looked up): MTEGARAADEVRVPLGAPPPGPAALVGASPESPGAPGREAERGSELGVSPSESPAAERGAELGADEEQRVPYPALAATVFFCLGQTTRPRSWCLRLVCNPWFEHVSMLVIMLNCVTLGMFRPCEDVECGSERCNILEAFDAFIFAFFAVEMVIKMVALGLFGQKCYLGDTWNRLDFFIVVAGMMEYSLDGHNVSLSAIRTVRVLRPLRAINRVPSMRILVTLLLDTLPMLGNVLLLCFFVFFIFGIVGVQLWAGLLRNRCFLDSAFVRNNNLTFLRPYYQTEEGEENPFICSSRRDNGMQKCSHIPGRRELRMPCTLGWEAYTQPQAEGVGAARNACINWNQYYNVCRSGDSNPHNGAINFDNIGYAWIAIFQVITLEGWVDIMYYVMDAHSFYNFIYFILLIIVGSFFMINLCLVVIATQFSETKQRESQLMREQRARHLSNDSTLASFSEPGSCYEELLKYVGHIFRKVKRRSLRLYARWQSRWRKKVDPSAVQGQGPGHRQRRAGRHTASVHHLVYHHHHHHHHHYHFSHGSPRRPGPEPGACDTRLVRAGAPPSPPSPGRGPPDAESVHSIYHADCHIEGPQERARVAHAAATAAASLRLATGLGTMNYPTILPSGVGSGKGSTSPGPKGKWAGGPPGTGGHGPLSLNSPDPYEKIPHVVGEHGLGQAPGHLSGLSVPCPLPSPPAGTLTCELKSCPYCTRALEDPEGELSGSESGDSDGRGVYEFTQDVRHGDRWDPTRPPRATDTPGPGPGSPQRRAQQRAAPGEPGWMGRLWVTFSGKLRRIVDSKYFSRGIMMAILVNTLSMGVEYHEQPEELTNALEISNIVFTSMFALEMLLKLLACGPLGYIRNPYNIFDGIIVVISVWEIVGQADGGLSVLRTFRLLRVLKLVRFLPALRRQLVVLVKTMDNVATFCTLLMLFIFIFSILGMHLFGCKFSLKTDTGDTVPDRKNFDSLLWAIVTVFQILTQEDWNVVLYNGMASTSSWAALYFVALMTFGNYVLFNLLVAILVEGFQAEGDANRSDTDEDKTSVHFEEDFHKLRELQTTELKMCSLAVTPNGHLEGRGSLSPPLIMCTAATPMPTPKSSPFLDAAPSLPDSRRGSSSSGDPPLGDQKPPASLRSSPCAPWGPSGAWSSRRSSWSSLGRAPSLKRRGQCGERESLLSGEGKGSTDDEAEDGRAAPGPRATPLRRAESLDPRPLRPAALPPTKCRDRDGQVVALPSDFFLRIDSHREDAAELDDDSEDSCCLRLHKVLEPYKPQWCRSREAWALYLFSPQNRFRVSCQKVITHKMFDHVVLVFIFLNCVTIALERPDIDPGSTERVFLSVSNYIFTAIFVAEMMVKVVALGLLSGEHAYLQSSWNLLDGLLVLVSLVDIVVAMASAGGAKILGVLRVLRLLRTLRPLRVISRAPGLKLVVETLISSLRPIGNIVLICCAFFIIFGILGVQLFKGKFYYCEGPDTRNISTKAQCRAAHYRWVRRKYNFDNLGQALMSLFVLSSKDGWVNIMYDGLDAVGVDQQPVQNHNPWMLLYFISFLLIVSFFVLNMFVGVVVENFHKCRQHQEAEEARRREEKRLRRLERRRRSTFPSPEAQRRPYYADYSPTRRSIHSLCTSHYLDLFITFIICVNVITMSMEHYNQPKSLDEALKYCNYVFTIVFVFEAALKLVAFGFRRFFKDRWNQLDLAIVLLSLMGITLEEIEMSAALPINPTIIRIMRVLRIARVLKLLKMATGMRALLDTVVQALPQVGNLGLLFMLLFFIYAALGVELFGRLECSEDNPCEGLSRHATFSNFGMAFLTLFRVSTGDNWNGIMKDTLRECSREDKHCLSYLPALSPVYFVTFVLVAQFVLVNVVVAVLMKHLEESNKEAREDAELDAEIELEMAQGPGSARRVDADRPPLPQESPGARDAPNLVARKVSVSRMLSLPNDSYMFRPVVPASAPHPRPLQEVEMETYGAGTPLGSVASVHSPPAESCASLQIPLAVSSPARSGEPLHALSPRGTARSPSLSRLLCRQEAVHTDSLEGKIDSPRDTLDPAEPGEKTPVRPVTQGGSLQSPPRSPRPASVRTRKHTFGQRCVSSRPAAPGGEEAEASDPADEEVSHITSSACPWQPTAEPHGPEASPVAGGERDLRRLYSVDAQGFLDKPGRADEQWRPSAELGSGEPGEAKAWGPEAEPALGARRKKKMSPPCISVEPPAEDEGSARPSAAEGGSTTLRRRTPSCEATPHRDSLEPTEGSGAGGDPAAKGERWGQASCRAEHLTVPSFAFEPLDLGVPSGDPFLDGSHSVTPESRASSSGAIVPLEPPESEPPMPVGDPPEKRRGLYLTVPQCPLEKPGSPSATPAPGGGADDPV
* marks the source's active call; other numbers are inactive results.

Results for CC12CCC(C(=O)NCCCN3CCOCC3)(OC1=O)C2(C)C (stereo not given) ?
Cav32 inh: -0.214

What do the screens show for `CCN(CC)c1c([N+](=O)[O-])ncn1C`?
Cav32 inh: 1.07

How did COc1ccccc1N1CCN(S(=O)(=O)c2ccccc2)CC1 do in these assays?
Cav32 inh: 0.569

How did COc1cccc(-n2nnc3c(=O)n(Cc4ccccc4F)cnc32)c1 do in these assays?
Cav32 inh: -0.364

Results for O=C(CCN1C(=O)C2C3C=CC(C3)C2C1=O)Nc1ccccc1F (stereo not given) ?
Cav32 inh: 1.36

How did O=C(CSc1nnc(Cn2nnc3ccccc32)o1)N(Cc1ccc(F)cc1)c1ccccc1 do in these assays?
Cav32 inh: -2.26

What do the screens show for `Cc1nn(-c2ccc(Cl)c(Cl)c2)c(=O)c2ccccc12`?
Cav32 inh: -1.22

How did C[C@@H]1CC[C@]2(O[C@@H](CCO)C[C@H](O)[C@H]2O)O1 do in these assays?
Cav32 inh: 0.111

How did O=c1cc(-c2ccccc2Cl)oc2cc(O)cc(O)c12 do in these assays?
Cav32 inh: 0.0376

What do the screens show for `CN(C)CCOc1ccccc1-c1ccccc1`?
Cav32 inh: 0.168

How did Nc1nncn1C(=O)CCCOc1ccc(Cl)cc1Cl do in these assays?
Cav32 inh: 0.9

Results for Cc1ccc(C)c(OCC(=O)N/N=C/c2ccsc2)c1 ?
Cav32 inh: -1

What do the screens show for `COc1ccc(NC(=O)c2cccs2)cc1OC`?
Cav32 inh: 0.641

What do the screens show for `CC(C)C(=O)Nc1ccccc1N1CCN(C(=O)c2ccccc2)CC1`?
Cav32 inh: -0.0254

Results for CC1(CCc2ccc(O)cc2)NC(=O)NC1=O (stereo not given) ?
Cav32 inh: 0.00797

What do the screens show for `COC(=O)C1(CO)NC(c2cccs2)C2C(=O)N(c3ccccc3)C(=O)C21` (stereo not given)?
Cav32 inh: 0.291

How did O=C(N/N=C/c1ccco1)/C(=C/c1cccc([N+](=O)[O-])c1)NC(=O)c1ccccc1 do in these assays?
Cav32 inh: 0.0617

What do the screens show for `O=[N+]([O-])c1cnccc1Nc1cccc(F)c1`?
Cav32 inh: 0.753

Results for COc1ccc(-c2cccc(C3CC=CC4C3C(=O)N(Cc3ccccc3)C4c3ccc(OC)c(Cl)c3)c2)cc1 (stereo not given) ?
Cav32 inh: 0.865

How did Cc1ncc([N+](=O)[O-])n1CCOC(=O)c1ccc(Cl)cc1Cl do in these assays?
Cav32 inh: -0.456

How did CC(C)Cc1cc(C(=O)Nc2ccc3c(c2)OCO3)no1 do in these assays?
Cav32 inh: -4

Results for COC(=O)c1ccc2c(c1)S(=O)(=O)NC(=NCCCN1CCOCC1)S2 ?
Cav32 inh: 0.913

Results for Cc1ccc(NC(=O)CCC(=O)n2nc(C)cc2C)c(C)c1 ?
Cav32 inh: -0.906

Results for O=C(NC1CCS(=O)(=O)C1)Oc1ccccc1 (stereo not given) ?
Cav32 inh: 1.33

Results for COC(=O)c1ccc(C(=O)Nc2ccc(N)cc2N)cc1 ?
Cav32 inh: 0.532

Results for COc1ccc2[nH]c(=O)c(CN(Cc3nnnn3Cc3ccc(F)cc3)CC3CCCO3)cc2c1 (stereo not given) ?
Cav32 inh: -0.383

Results for C=C(C)c1cccc(C(C)(C)NC(=O)N2CCN(C/C=C/c3ccccc3)CC2)c1 ?
Cav32 inh: -3.4

How did CCCCCC(=O)Nc1cccc(C2=NOC3(C2)C[C@@H](C(N)=O)N(C(=O)c2cc([N+](=O)[O-])cc([N+](=O)[O-])c2C)C3)c1 (stereo not given in full) do in these assays?
Cav32 inh: -0.218

Results for O=C(O)C1C2C=CC(C2)C1C(=O)NCCc1cccc(Cl)c1 (stereo not given) ?
Cav32 inh: -1.02

How did CCCSc1nnc(-c2ccccc2N)c(=O)[nH]1 do in these assays?
Cav32 inh: 0.367

How did CC(C)(C)OC(=O)N1CCC(c2c(C(=O)O)cnn2-c2ccc(Cl)cc2)CC1 do in these assays?
Cav32 inh: 0.213

How did Cc1ccc(C)c(N(CC(=O)NCc2ccco2)C(=O)CCC(=O)Nc2ccccn2)c1 do in these assays?
Cav32 inh: -2.66

What do the screens show for `CCOc1ccc(-c2nnc(-c3ccncc3)o2)cc1`?
Cav32 inh: 0.307

What do the screens show for `COC(=O)c1ccc(NC(=S)NCCc2cccc(C)c2)cc1`?
Cav32 inh: -0.918

Results for Cc1ccccc1NC(=O)c1ccc(C)c(S(=O)(=O)Nc2ccccn2)c1 ?
Cav32 inh: 0.316

How did CCN1CCN(S(=O)(=O)c2ccc(S(=O)(=O)NCC3CCCO3)cc2)CC1 (stereo not given) do in these assays?
Cav32 inh: 1.17

Results for Cc1ccc(NC(=O)C2CC(=O)NC(Nc3cccc(C)c3)=N2)cc1 (stereo not given) ?
Cav32 inh: -0.277

What do the screens show for `Cc1cc(C)n(C(=O)COc2ccc(Cl)cc2Cl)n1`?
Cav32 inh: 0.544

How did CCOc1ccc(C(=O)C2CCN(C(=O)c3ccccc3C(=O)O)CC2)cc1 do in these assays?
Cav32 inh: 0.27

Results for O=C1CC2CS(=O)(=O)CC2N1c1ccc(Oc2ccccc2)cc1 (stereo not given) ?
Cav32 inh: 0.0633

Results for CN(C)/C=C(\C#N)C(=O)Nc1ccc(F)cc1 ?
Cav32 inh: 0.184

How did CCOC(=O)C1=C(C)N=C2SC(C)C(=O)N2C1c1ccc(OCC)c(OCC)c1 (stereo not given) do in these assays?
Cav32 inh: -0.689

Results for Cc1ccc(-n2c(SCC(N)=O)nnc2-c2cccnc2)c(C)c1 ?
Cav32 inh: 0.99

What do the screens show for `COc1cccc(-n2c(Cc3cc(=O)[nH]c(=O)[nH]3)nnc2SCC(=O)N2CCCCC2)c1`?
Cav32 inh: -0.16

What do the screens show for `CCCCc1nn(-c2cc(Cl)ccc2OC)c2c1C(=O)CCC2`?
Cav32 inh: -2.37

What do the screens show for `Cc1ccccc1-n1c(C)n[nH]c1=S`?
Cav32 inh: 0.0988

Results for COC(=O)c1ccc(NCCc2csc(-c3ccc(C)cc3)n2)c([N+](=O)[O-])c1 ?
Cav32 inh: -2.6

Results for COc1ccc(C[C@H]2CN3C(=NC[C@H]3C)N2CCNC(=O)CCC2CCCCC2)cc1 ?
Cav32 inh: -0.267

What do the screens show for `O=S(=O)(c1ccccc1)c1nc(-c2ccco2)oc1NCc1cccnc1`?
Cav32 inh: 0.557

How did O=c1ccc(Oc2nc(N3CCOCC3)nc(N3CCOCC3)n2)nn1-c1ccccc1 do in these assays?
Cav32 inh: 0.465

What do the screens show for `COc1cc(OC)cc(OCC(O)Cn2ccnc2)c1` (stereo not given)?
Cav32 inh: -0.172

Results for Cc1ccsc1C(=O)OCC(=O)N1CC(=O)Nc2ccccc21 ?
Cav32 inh: 0.22

Results for NC(=O)[C@H]1CC2(CC(c3cccc(NC(=O)[C@H]4CCC(=O)N4)c3)=NO2)CN1C(=O)c1ccccc1 (stereo not given in full) ?
Cav32 inh: -0.267

What do the screens show for `Cc1cc(NS(=O)(=O)c2ccc(NC(=O)COc3ccccc3C(C)C)cc2)no1`?
Cav32 inh: -0.665

Results for O=C(Cn1nnc(-c2ccccc2-n2cnnn2)n1)N1CCCCC1 ?
Cav32 inh: -2.95

How did Cc1csc(NC(=O)NC2(C(F)(F)F)Oc3ccccc3O2)n1 do in these assays?
Cav32 inh: 0.87

How did COCCCNC(=O)C1CC(=O)N(CCc2ccc(OC)c(OC)c2)C1 (stereo not given) do in these assays?
Cav32 inh: -0.0176

How did O=C1CC(/C=C/c2ccco2)=Nc2ccccc2N1 do in these assays?
Cav32 inh: -0.622

Results for COc1ccc(OC)c(S(=O)(=O)N2CCC(C(=O)NCCc3ccc(OC)c(OC)c3)CC2)c1 ?
Cav32 inh: 1.38

Results for CCC(=O)NCC(c1cccs1)N1CCOCC1 (stereo not given) ?
Cav32 inh: 0.215

What do the screens show for `CCOc1ccc(C2C(C(=O)c3ccc(C)o3)=C(O)C(=O)N2CCN2CCOCC2)cc1OC` (stereo not given)?
Cav32 inh: -0.139

Results for Cc1c(C(=O)NCCSCc2ccccc2Cl)cccc1[N+](=O)[O-] ?
Cav32 inh: -2.55

How did O=C(NCCc1nc2ccccc2[nH]1)c1ccco1 do in these assays?
Cav32 inh: -0.48

Results for O=C(Nc1ccc(Cl)c(C(F)(F)F)c1)c1ccco1 ?
Cav32 inh: -5.84*

Results for COc1ccc(CCNC(=O)CSc2ccc(-c3ccccc3)nn2)cc1OC ?
Cav32 inh: -0.192

Results for CCN1C(=O)N[C@@H](c2cccc(C(F)(F)F)c2)[C@H](C(=O)OC)[C@H]1C ?
Cav32 inh: -1.22

Results for CCOC(=O)C1CCN(C(=O)c2ccc(N(C)S(C)(=O)=O)cc2)CC1 ?
Cav32 inh: 0.577

Results for O=C(C1=C[C@H](c2coc3ccccc3c2=O)C[C@H](OCCCCO)O1)N1CCN(Cc2ccc3c(c2)OCO3)CC1 ?
Cav32 inh: 0.173

How did Cc1cccc(-c2nnc(NC(=O)c3ccc(Cl)cc3)o2)c1 do in these assays?
Cav32 inh: -4.44*

How did COc1cccc(C2=NOC(C(=O)NCCN3CCOCC3)C2)c1 (stereo not given) do in these assays?
Cav32 inh: 0.19

What do the screens show for `CC(C)(C)Nc1nc(NCc2cccnc2)nc(N2CCOCC2)n1`?
Cav32 inh: 0.48

How did O=c1c(C(c2c(O)nc3n(c2=O)CCS3)c2cccc3ccccc23)c(O)nc2n1CCS2 do in these assays?
Cav32 inh: 0.22

What do the screens show for `Cc1c(NC(=O)Cn2nc(C(F)(F)F)c3c2CCCC3)c(=O)n(-c2ccccc2)n1C`?
Cav32 inh: -0.915

What do the screens show for `O=C(NC1CC1)c1cc2c(s1)-c1ccccc1OC2`?
Cav32 inh: -0.789

What do the screens show for `O=C(O)C1C2CCC(C2)C1C(=O)Nc1nc2ccccc2s1` (stereo not given)?
Cav32 inh: 0.28

Results for CC1(C)Cc2c(c(N3CCOCC3)nc3snc(Br)c23)CO1 ?
Cav32 inh: -1.3

What do the screens show for `O=C(CCS(=O)(=O)c1ccccc1)NC12CC3CC(CC(C3)C1)C2`?
Cav32 inh: 0.535

How did Cc1nnc(SCC(=O)NC2CCCC2)s1 do in these assays?
Cav32 inh: 0.202

What do the screens show for `Cc1ccc(S(=O)(=O)/N=C(\N)Nc2nc(C)c3cc(C)c(C)cc3n2)cc1`?
Cav32 inh: -1.43

What do the screens show for `Cc1ccc(NC(CC(=O)c2ccccc2)c2ccc(F)cc2)cc1` (stereo not given)?
Cav32 inh: 0.864

What do the screens show for `COc1cc(CNC2CCC(C)C2)cc(OC)c1` (stereo not given)?
Cav32 inh: -0.797

What do the screens show for `CC1CN(C)C(c2ccccc2)C(C)C12NC(=O)NC2=O` (stereo not given)?
Cav32 inh: -0.112

Results for CCN(CC)C(=O)CSc1nnc(-c2ccncc2)n1N ?
Cav32 inh: 0.14

How did CCCCCn1c(SCC#N)nc2cc(C(=O)NCC3CCCO3)ccc2c1=O (stereo not given) do in these assays?
Cav32 inh: -0.891

Results for Cc1cc(Cl)c(OCCCNCc2ccccc2)c(Br)c1 ?
Cav32 inh: -2.63

How did Cc1ccccc1NC1=NS(=O)(=O)c2ccccc21 do in these assays?
Cav32 inh: 0.238

How did O=c1oc2c(CN3CCOCC3)c(O)ccc2c2c1CCCC2 do in these assays?
Cav32 inh: 1.06

How did COc1cc(CN(C(=O)c2ccco2)c2ccc(C)cc2)ccc1O do in these assays?
Cav32 inh: -0.162

Results for CCC1CCCCN1Cc1cc(OC)c(O)c([N+](=O)[O-])c1 (stereo not given) ?
Cav32 inh: 0.0608

Results for CC(C)c1c(O)nc(SCCC(=O)O)[nH]c1=O ?
Cav32 inh: 0.198

No new results follow: six of the compounds above.
Results for Cc1cc(Cl)c(OCCCNCc2ccccc2)c(Br)c1 ?
Cav32 inh: -2.63

How did Cc1ccccc1NC1=NS(=O)(=O)c2ccccc21 do in these assays?
Cav32 inh: 0.238

How did O=c1oc2c(CN3CCOCC3)c(O)ccc2c2c1CCCC2 do in these assays?
Cav32 inh: 1.06

How did COc1cc(CN(C(=O)c2ccco2)c2ccc(C)cc2)ccc1O do in these assays?
Cav32 inh: -0.162

Results for CCC1CCCCN1Cc1cc(OC)c(O)c([N+](=O)[O-])c1 (stereo not given) ?
Cav32 inh: 0.0608

Results for CC(C)c1c(O)nc(SCCC(=O)O)[nH]c1=O ?
Cav32 inh: 0.198

Next results.
What do the screens show for `O=Cc1c(Sc2ccccn2)nc2ccccn2c1=O`?
Cav32 inh: 0.00522

What do the screens show for `CCC(C)(C(=O)NC1CCCCC1)N(Cc1cccs1)C(=O)Cc1cccs1` (stereo not given)?
Cav32 inh: -7.69*

Results for CN(C)c1ccc(-c2noc(C3CCN(S(=O)(=O)c4ccc(C(=O)O)cc4)CC3)n2)cc1 ?
Cav32 inh: 0.0499

Results for COC(=O)c1cc(=O)n2c(-c3ccccc3)csc2n1 ?
Cav32 inh: -0.025

How did OC1CNCc2cc3c(cc21)OCCO3 (stereo not given) do in these assays?
Cav32 inh: 0.206

Fetched one by one from the entries so far (7):
What do the screens show for `CCOc1ccc(-c2nnc(-c3ccncc3)o2)cc1`?
Cav32 inh: 0.307

What do the screens show for `CCOc1ccc(C2C(C(=O)c3ccc(C)o3)=C(O)C(=O)N2CCN2CCOCC2)cc1OC` (stereo not given)?
Cav32 inh: -0.139

What do the screens show for `CCN(CC)c1c([N+](=O)[O-])ncn1C`?
Cav32 inh: 1.07

What do the screens show for `CC(C)C(=O)Nc1ccccc1N1CCN(C(=O)c2ccccc2)CC1`?
Cav32 inh: -0.0254

What do the screens show for `CCC(C)(C(=O)NC1CCCCC1)N(Cc1cccs1)C(=O)Cc1cccs1` (stereo not given)?
Cav32 inh: -7.69*

What do the screens show for `COC(=O)C1(CO)NC(c2cccs2)C2C(=O)N(c3ccccc3)C(=O)C21` (stereo not given)?
Cav32 inh: 0.291

What do the screens show for `Cc1ccccc1-n1c(C)n[nH]c1=S`?
Cav32 inh: 0.0988

These rows are one share of the data. The share of hits here may be higher or lower than overall.
